TDP1 inh: TDP1 (human) enzyme inhibition; AID 485290; Q9NUW8; Potency, µM (series often up to 130 µM), inactives show top-dose activity change, negative = inhibition, actives largely listed as inhibitors; 350,000 compounds, 0.28% hits; recombinant TDP1, AlphaScreen DNA substrate cleavage; further: nearly all actives have a fitted effect of over 40% in size
Target sequence (Q9NUW8 whole entry, looked up): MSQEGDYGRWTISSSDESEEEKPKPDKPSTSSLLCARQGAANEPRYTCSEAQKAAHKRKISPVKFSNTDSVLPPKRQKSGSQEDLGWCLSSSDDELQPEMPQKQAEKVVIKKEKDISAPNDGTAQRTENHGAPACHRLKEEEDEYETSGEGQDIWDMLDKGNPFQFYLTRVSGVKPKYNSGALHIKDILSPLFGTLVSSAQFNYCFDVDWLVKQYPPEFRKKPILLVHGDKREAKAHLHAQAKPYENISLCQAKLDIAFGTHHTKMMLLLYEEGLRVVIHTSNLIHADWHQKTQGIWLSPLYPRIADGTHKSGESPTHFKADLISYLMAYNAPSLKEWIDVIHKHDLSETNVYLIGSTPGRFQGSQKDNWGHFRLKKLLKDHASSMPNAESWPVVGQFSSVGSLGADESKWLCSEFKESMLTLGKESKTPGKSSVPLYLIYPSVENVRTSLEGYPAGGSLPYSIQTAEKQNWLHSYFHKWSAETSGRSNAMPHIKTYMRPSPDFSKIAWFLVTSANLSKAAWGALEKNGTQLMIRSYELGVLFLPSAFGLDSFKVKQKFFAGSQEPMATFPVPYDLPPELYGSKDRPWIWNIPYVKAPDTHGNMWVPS
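AlphaScreen read-out: signal falls as enzyme removes the 3' tyrosine-FITC from a 5'-biotinylated DNA oligo (15 nM, 5 min, RT). Enzyme was E. coli-made recombinant Tdp1 at 1 nM, exposed to compound for 15 min beforehand; beads 10 ug/ml, 10 min.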
DT40 TDP1 no CPT: qHTS for Inhibitors of human tyrosyl-DNA phosphodiesterase 1 (TDP1): qHTS in cells in absence of CPT. 420,000 compounds, 15% hits. Potency, µM (series often up to 46.2 µM), inactives show top-dose activity change, negative = growth inhibition, most hits filed as inhibitors. DT40 Tdp1-/- hTDP1 cells, no CPT, ATP luminescence, 48 h; further: nearly all actives have a fitted effect of over 55% in size
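Compound effects on proliferation are scored in DT40 Tdp1-/-;hTDP1 cells in the absence of CPT. ATP levels (CellTiter-Glo luminescence) are recorded after a ≥48 hr, 37 °C incubation.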
GCN5L2 inh: blocks human GCN5L2 histone acetyltransferase; Potency, µM (titrated, usually from 58.9 µM), for inactives: top-dose activity change, negative = inhibition, actives largely listed as inhibitors; 390,000 compounds, 0.21% hits; GCN5L2 HAT assay, ThioGlo1 CoA-SH fluorescence; AID 504327
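GCN5L2 (20 nM) in 50mM HEPES pH 7.5, 0.1mM EDTA, 0.01% Tween-20 preincubated 15 min with compounds at room temperature. Reaction started with H3(1-25) 75uM, acetyl-CoA 70uM, ThioGlo1 50uM; CoA-thiol fluorescence (Ex340/Em540) read at 0 and 20 min.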
* hit, by the source's call; ? = inconclusive; nt = not tested or not shown; & = joins results of further samples; [ ] = another dose, or the depositor's remark. The call rests on the fitted dose curve; in most records, active means well fitted curve in the direction sought with a large enough effect; inconclusive means small, poorly fitted or top-dose-only effect, or another doubt; inactive means no such curve, though single readings can be large; an effect the other way counts as inactive or inconclusive. On the % scale 0 is the no-effect control and ±100 the full control effect; potency means the concentration at half of the fitted maximal effect.

| SMILES | TDP1 inh | DT40 TDP1 no CPT | GCN5L2 inh |
| --- | --- | --- | --- |
| CC(C)(Oc1cccc2ccccc12)C(=O)O | -5% | 2% | nt |
| Cc1[nH]c2ccccc2c1C(=O)CNc1nccs1 | -12% | -28% | 5% |
| COc1ccc(CCNC(=O)c2ccc(N(C)S(=O)(=O)c3ccc(C)cc3)cc2)cc1 | 3% | 16µM* | -5% |
| C[C@H](NC(=O)CNC(=O)[C@@H](NC(=O)[C@H](Cc1ccccc1)NC(=O)CNC(=O)CNC[C@@H](N)Cc1ccccc1)[C@@H](C)O)C(=O)N[C@@H](CCCN=C(N)N)C(=O)N[C@@H](CCCCN)C(=O)N[C@@H](CO)C(=O)N[C@@H](C)C(=O)N[C@@H](CCCN=C(N)N)C(=O)N[C@@H](CCCCN)C(N)=O | 15% | nt | -3% |
| CCc1ccc(Cn2c(CNS(=O)(=O)c3ccc(Cl)s3)nc3cccnc32)cc1 | 7% | 16µM* | 3% |
| Cc1cc(C)c(NS(=O)(=O)c2ccc(Cl)c(C(=O)O)c2)c(C)c1 | 2% | -8% | -2%[0.501 µM] |
| CCC(=O)NC(c1ccc(C)cc1)c1ccc2cccnc2c1O (centres undefined) | 0% | 4.6µM* | -6% |
| CC(C)NC(=O)COc1ccc(/C=N/NS(=O)(=O)c2ccccc2)cc1 | -3% | -23% | -2% |
| CCN1CCN(c2nc(Nc3ccc(OC)cc3)nc(N)c2[N+](=O)[O-])CC1 | 4% | -28% | 0% |
| O=C(COc1ccccc1)Nc1cc(S(=O)(=O)N2CCOCC2)ccc1N1CCCC1 | 3% | -7% | 1% |
| COc1ccc2c(c1)NC(c1ccc(F)cc1)=NC(c1ccc(F)cc1)=N2 | 7% | ? | -18% |
| O=c1cnc2cnc(N3CCOCC3)nc2n1C1CC1 | nt | 2% | -13% |
| CCc1ccc(NC(=O)C2CCCN(c3nn4cc(-c5ccc(OC)cc5)nc4s3)C2)cc1 (centres undefined) | -5% | 13µM* | -2% |
| CCN(c1ccccc1)S(=O)(=O)c1ccc(NC(=S)NC(=O)c2ccc(Br)o2)cc1 | 4% | ? | 2% |
| CC1CCN(S(=O)(=O)c2ccc3c(c2)N(CC(=O)NC(C)C)C(=O)CS3)CC1 | 3% | -12% | 2% |
| Cc1ccc2nccc(C(=O)N3CCCC(N4CCN(c5ccc(F)cc5)CC4)C3)c2c1 (centres undefined) | 3% | ? | -6% |
| O=C(CCCn1c(=O)c2cccn2c2cccnc21)N1CCN(c2ccccc2F)CC1 | 3% | 5% | -2% |
| COCCCNC(=S)N1CCN(C(c2ccccc2)c2ccccc2)CC1 | 3% | ? | -2% |
| COc1ccc(CNC(=O)C[C@H]2C[C@H](C(=O)N(C(C)C)C(C)C)[C@@]3(C)c4[nH]c5cc(CCC(=O)N(C)C)ccc5c4CCN3C2=O)cc1OC | 0%[56.1 µM] | ? | 4% |
| Cc1ccc(N2C(=O)CSC23C(=O)N(Cc2ccccc2F)c2ccccc23)cc1F (centres undefined) | 6% | nt | -17% |
| CCCc1ccc(C(=O)[C@@H]2[C@@H](C(C)=O)N3c4ccc(F)cc4C=C[C@@H]3[C@@]23C(=O)Nc2ccccc23)cc1 | nt | 18µM* | -2% |
| Cc1nn(C(=O)c2ccco2)c(C)c1Br | 2% | -7% | -3% |
| CCOC(=O)N1CCN(C(=O)c2ccc(CS(=O)Cc3ccc(C)cc3)o2)CC1 (centres undefined) | 2% | ? | 0% |
| O=[N+]([O-])c1cccc2c(Cl)ccnc12 | 8% | ? | -4% |
| CCC(C)NC(=O)c1cn(-c2cccc(C)n2)cn1 (centres undefined) | 1% | -2% | -3% |

Continuation.
| SMILES | TDP1 inh | DT40 TDP1 no CPT | GCN5L2 inh |
| --- | --- | --- | --- |
| Cc1nnc(N2CCC(C(=O)NC3CCCCC3)CC2)c2nn(-c3ccccc3)c(C)c12 | 3% | 3% | -4% |
| CN1CCN(c2ncc3c(n2)CCN(Cc2cc(Br)cs2)C3)CC1 | 11% | ? | 3% |
| CC1(C)C(=O)OC(C(=O)c2ccc(C(C)(C)C)cc2)C(C)(C)C1=O (centres undefined) | 3% | ? | -1% |
| O=C(Nc1ccc(Cl)cc1)c1cnc(-c2ccccc2)nc1-c1ccccc1 | 0% | ? | -5% |
| CCOC(=O)NC(=O)CSc1nc(C)cc(C)c1C#N | 2% | -15% | 3% |
| C#CCOCCOCCOCCNc1nc(N2CCN(C(=O)[C@H]([C@@H](C)O)n3cc(CCCCN)nn3)CC2)nc(N2CCN(C(=O)[C@H](Cc3ccc(O)cc3)n3cc(CCO)nn3)CC2)n1 | 3% | 5% | -3% |
| CCC(CC)C(=O)NCCc1ccc(F)cc1 | 1% | -8% | 2% |
| Cc1ccc(NCc2nnc(SCC(=O)NCc3ccco3)n2CC2CCCO2)cc1Cl (centres undefined) | 8% | ? | -26% |
| Cc1c(NC(=O)COc2ncnc3c(Cl)cc(Cl)cc23)c(=O)n(-c2ccccc2)n1C | 2% | -5% | -1% |
| COc1ccc(C(=O)N/C(=C\c2cn(C)c3ccccc23)C(=O)NCCN2CCOCC2)cc1OC | 1% | -6% | -2% |
| COc1ccc(Cl)cc1NC(=O)CCc1nnc2ccc(N3CCC4(CC3)OCCO4)nn12 | 6% | -29% | -2% |
| O=C1CCCN1CC(=O)N1CCCC(N2CCN(c3cccc(Cl)c3)CC2)C1 (centres undefined) | 1% | -3% | -23% |
| Cc1ccc(C2(CCNCc3ccco3)CCOC(C(C)C)C2)cc1 (centres undefined) | nt | ? | -24% |
| CC1CCCCC1NC(=O)CN1CCN(Cc2ccccc2Cl)C1=O (centres undefined) | -5% | -30% | 0% |
| Cc1ccccc1CNS(=O)(=O)c1ccccc1[N+](=O)[O-] | 6% | -23% | 2% |
| COc1ccccc1-c1nnc2n1N=C(c1ccc(O)c(O)c1)CS2 | -12% | 6.5µM* | 57%[activator] |
| COc1ccc(S(=O)(=O)Cc2ccc(C(=O)NC3CCCCC3)o2)cc1 | 2%&5% | ? | 0%&-4% |
| Cc1nc(NCc2ccco2)c2c(C)c(C)sc2n1 | -6% | 1.8µM* | 1% |
| O=C(NNC(=O)c1cc(Br)ccc1Cl)c1csc(N2CCOCC2)n1 | 4% | 2% | -2% |
| CC(c1ccccc1)c1nnc(N)s1 (centres undefined) | 5% | -14% | -29% |
| CN(C(=O)c1cccnc1)c1nnc(-c2cccnc2)s1 | 5% | -4% | -10% |
| CCCCN=C1NN=C(c2cccc([N+](=O)[O-])c2)CS1 | 5% | ? | -1% |
| CCCCOc1ccc(C(=O)NCCC(=O)NCCCC(=O)OCC)cc1 | nt | -10% | 1% |
| COc1ccc(-c2noc(N3CCCC(C(=O)Nc4ccc(F)cc4F)C3)n2)cc1 (centres undefined) | nt | ? | ? |
| COc1cccc(N2C(=O)Nc3ccc(Br)cc3C2(O)C(=O)NCCN(C)C)c1 (centres undefined) | nt | 20% | 2% |

4 compounds picked at random from those above:
| SMILES | TDP1 inh | DT40 TDP1 no CPT | GCN5L2 inh |
| --- | --- | --- | --- |
| Cc1ccc(NCc2nnc(SCC(=O)NCc3ccco3)n2CC2CCCO2)cc1Cl (centres undefined) | 8% | ? | -26% |
| Cc1ccccc1CNS(=O)(=O)c1ccccc1[N+](=O)[O-] | 6% | -23% | 2% |
| COc1ccccc1-c1nnc2n1N=C(c1ccc(O)c(O)c1)CS2 | -12% | 6.5µM* | 57%[activator] |
| Cc1nnc(N2CCC(C(=O)NC3CCCCC3)CC2)c2nn(-c3ccccc3)c(C)c12 | 3% | 3% | -4% |

Next results follow:
| SMILES | TDP1 inh | DT40 TDP1 no CPT | GCN5L2 inh |
| --- | --- | --- | --- |
| COc1ccc2cc(C(=O)Nc3c(C)n(C)n(-c4ccccc4)c3=O)sc(=O)c2c1OC | nt | -2% | -14% |
| Cc1cccc(OCC(=O)Nc2cccc(C(=O)Nc3ccccc3C(=O)O)c2)c1 | 3% | ? | -11% |
| O=S(=O)(c1ccccc1)c1nc(-c2ccc(F)cc2)oc1NCC1CCCO1 (centres undefined) | 2% | ? | 2% |
| CCOc1ccc(NC(=O)c2sc3nc(C)nc(N4CCOCC4)c3c2C)cc1 | 3% | ? | -12% |
| CN(c1ccccc1)S(=O)(=O)c1ccc(Cl)c(C(=O)Nc2ccc(N3CCOCC3)cc2)c1 | 1% | 1.6µM* | -9% |
| CCCn1c(=O)c2sccc2n2c(CCCC(=O)NCc3cccnc3)nnc12 | 0% | 9% | 0% |
| COc1cc(/C=N/NC(=O)CCN2CCCCC2)ccc1O | 5% | -15% | -8% |
| CC(=O)Nc1cccc(NC(=O)c2cccc(-c3ccc(O)cc3)c2)c1 | 2% | ? | -7% |
| COc1ccc(CC(=O)OCC(=O)Nc2cccc(Br)c2)cc1 | -2% | 11% | -9% |
| Cn1nnc(NC(=O)c2cccc([N+](=O)[O-])c2)n1 | nt | -4% | -4% |
| O=C(CSc1nnc(-c2ccco2)c(-c2ccco2)n1)c1ccccc1 | 3% | ? | 1% |
| O=C(COC(=O)COc1cccc(Br)c1)Nc1c(Cl)cccc1Cl | 4% | -6% | -3% |
| O=C(N1CCOCC1)N(CCN1CCOCC1)Cc1cccc2ccccc12 | 4% | -16% | -6% |
| NCC12CC3CC(C1)CC(c1ccc(Cl)cc1)(C3)C2 | 5% | 6.5µM* | -5% |
| CC(Sc1nc2c(N)ncnc2n1CCOc1ccccc1)C(=O)O (centres undefined) | nt | 0% | -5% |
| CC(=O)c1c(C)[nH]c(C(=O)NCCC2=CCCCC2)c1C | 5% | ? | -8% |
| CCOC(=O)c1ccc(NC(=O)CSc2nnc(COc3ccccc3)n2C)cc1 | 2% | ? | -6% |
| CC(C)(C)NC(=O)C(=O)NCc1ccccn1 | 6% | -2% | -11% |
| COc1ccccc1NC(=S)NCc1ccccn1 | 0% | 4.1µM* | -4% |
| CN(C)C(=O)c1ccc(NC(=O)CN2C(=O)NC3(CCCc4ccccc43)C2=O)cc1 (centres undefined) | nt | 1% | -1% |
| CS(=O)(=O)N(CC(=O)NCCSCc1ccco1)c1ccc(Cl)cc1 | 4% | -13% | 0% |
| COc1ccccc1N1C(=O)c2cccc3cccc(c23)C1=O | 5% | -14% | 2% |
| NC(=O)c1ccc(S(=O)(=O)N2CCSCC2)cc1 | 1% | 4% | 2% |
| CCCCC(=O)Nc1ccc2oc(-c3cccnc3)nc2c1 | 4% | ? | -27% |
| COc1cccc(-c2noc(C3CCCN(C(=O)c4ccc(F)cc4)C3)n2)c1 (centres undefined) | nt | ? | -2% |

(list continues)
| SMILES | TDP1 inh | DT40 TDP1 no CPT | GCN5L2 inh |
| --- | --- | --- | --- |
| COc1cccc(-n2c(SCC(=O)c3c[nH]c4ccccc34)nc3ccccc3c2=O)c1 | 0% | ? | -1% |
| C=CCC(C=C)S(=O)(=O)c1ccc(C)cc1 (centres undefined) | 2% | 4% | -3% |
| COc1ccc(-n2nnnc2SCC(=O)N2CCCC2=O)cc1 | 2% | 16% | -7% |
| CCOC(=O)c1cccc(NC(=O)c2cc3c(=O)n(Cc4cccnc4)ccc3nc2C)c1 | 8% | ? | -1% |
| CC(C)(C)c1cc(C(=O)NN)n(Cc2ccc(Cl)cc2Cl)n1 | 7% | ? | -13% |
| COC(=O)CCC(=O)Nc1cc(S(=O)(=O)Nc2ccc(Cl)cc2)ccc1N1CCOCC1 | -5% | ? | -7% |
| Cc1ccc(-c2csc3ncnc(N4CCN(c5ccccc5O)CC4)c23)cc1 | 6% | 15µM* | -18% |
| Cc1ccc(-c2cc3c(N4CCN(c5cc(C)ccc5C)CC4)nccn3n2)cc1 | 5% | 21µM* | -7% |
| CCCCCC(CC(=O)O)C(=O)O (centres undefined) | -10%[56.1 µM] | 1% | 5% |
| COc1ccc(C(CNC(=O)COc2cccc(C)c2)N2CCCC2)cc1 (centres undefined) | 2% | -21% | -1% |
| COc1ccc(-c2nc(SCC(=O)N3CCOCC3)n[nH]2)cc1 | 0% | 9% | -2% |
| COc1ccc2c(c1)c(CC(=O)Nc1cc(C)cc(C)c1)c(C)n2C(=O)c1ccc(Cl)cc1 | 1% | -1% | -6% |
| O=C(CCn1nc(-c2ccc(Cl)cc2)c2ccccc2c1=O)Nc1cccnc1 | 2% | ? | -17% |
| NS(=O)(=O)c1ccc(CCNC(=O)Cc2cccs2)cc1 | nt | -11% | -14% |
| O=C(NN1C(=O)CSC1=S)c1cccnc1 | 6% | 8% | -25% |

Structural class, the compounds so far with a tert-butyl group
| SMILES | TDP1 inh | DT40 TDP1 no CPT | GCN5L2 inh |
| --- | --- | --- | --- |
| CC1(C)C(=O)OC(C(=O)c2ccc(C(C)(C)C)cc2)C(C)(C)C1=O (centres undefined) | 3% | ? | -1% |
| CC(C)(C)NC(=O)C(=O)NCc1ccccn1 | 6% | -2% | -11% |
| CC(C)(C)c1cc(C(=O)NN)n(Cc2ccc(Cl)cc2Cl)n1 | 7% | ? | -13% |

Assay outcomes from PubChem BioAssay.

These rows are one share of the data; count on the stated rates, not on these rows.
